Assay outcomes: PubChem, ICCB-Longwood Screening Facility, Harvard Medical School
Polio RdRp inh – poliovirus RdRp elongation inhibitors, primary screen, biochemical, fluorescence polarization, total intensity | AID 588519, 2011 | poliovirus polymerase elongation; active compounds read low | 150,000 tested, 0.66% active | % elongation, % (compound at 16.7 µg/mL) | Genome polyprotein (Poliovirus type 1 (strain Mahoney)), P03300; in the data active means % elongation below about 90%; further: some results filed as inactive read as strong as hits
Target sequence (P03300 1749-2209 limits assumed): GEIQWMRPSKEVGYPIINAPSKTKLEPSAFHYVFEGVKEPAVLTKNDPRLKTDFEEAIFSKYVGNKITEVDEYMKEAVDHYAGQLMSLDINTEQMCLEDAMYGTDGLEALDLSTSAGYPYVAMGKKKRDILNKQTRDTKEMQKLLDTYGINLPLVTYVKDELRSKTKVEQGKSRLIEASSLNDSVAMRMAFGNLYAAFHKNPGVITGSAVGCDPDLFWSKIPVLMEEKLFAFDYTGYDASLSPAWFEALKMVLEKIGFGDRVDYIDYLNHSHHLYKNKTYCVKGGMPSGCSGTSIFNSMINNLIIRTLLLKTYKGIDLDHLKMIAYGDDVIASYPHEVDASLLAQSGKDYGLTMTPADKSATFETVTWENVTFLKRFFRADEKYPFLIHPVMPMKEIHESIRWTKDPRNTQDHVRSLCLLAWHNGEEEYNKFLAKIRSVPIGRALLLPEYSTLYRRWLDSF
Polio RdRp inh FP z-score – second read-out of Polio RdRp inh, no call of its own (marks repeat the call); z-score; measured here: FP z-score; hits read low
An asterisk follows results filed as active.

Screens in order: Polio RdRp inh, Polio RdRp inh FP z-score
COc1ccc(CCNC(=O)c2ccc3c(c2)CCN3S(=O)(=O)c2ccccc2)cc1
    110, 0.9
O=C(Cn1ncc2c(=O)oc3ccccc3c21)N1CCN(Cc2ccccc2)CC1
    104, 1.5
COc1ccc(NC(=O)CC(=O)CSc2ccccc2)cc1
    112, 1
Cc1ccccc1CNC(=O)CN1C(=O)CSc2ccc(S(=O)(=O)N(C)C)cc21
    105, -0.1
COC(CN=Cc1c(O)[nH]c(=O)[nH]c1=O)OC
    96, -0.7
CCCNS(=O)(=O)c1cccc(C(=O)NCCc2ccccc2)c1
    103, 0.2
Cc1ccc(Cl)cc1NC(=O)CCC(=O)N1CC(C)Sc2ccccc21 (centres undefined)
    106, -0.2
Cc1cccc(NC(=O)OC2CCCCC2)c1
    103, 0.2
COc1cccc(CSc2nc(-c3ccccc3OC)nc3c2Cc2c(CO)cnc(C)c2O3)c1
    109, 0.4
CCC1=CC(c2ccccc2)NC(=S)N1 (centres undefined)
    105, 0.2
O=C(COc1ccc(-c2ccccc2)cc1)Nc1cccnc1
    99, -1.4
O=C(c1cc2c(s1)-c1ccccc1S(=O)(=O)C2)N1CCCC1
    103, 0.1
Clc1ccc(CSc2ncc(-c3ccc(Cl)cc3)[nH]2)cc1
    104, 0
O=C(OCc1ccc(C#Cc2ccccc2)s1)c1cccs1
    111, 1.5
CCN(C(=O)CSc1ncc2c(n1)-c1cc(Cl)ccc1N(Cc1ccccc1)S2(=O)=O)c1cccc(C)c1
    112, 0.4
O=C(CC1CCCC1)Nc1noc2ccccc12
    102, 0
Cc1cc(-n2cnc(-c3cn(C)nc3C)n2)no1
    102, 0
O=C(Cn1c(=O)c2cccn2c2ccccc21)NC1CCCC1
    103, 0.7
Cc1cccc(-c2c3c(=O)n(C)c(=O)n(C)c3c3cnc4ccccc4n23)c1
    107, 0.7
Cc1c(CNC2CCCCCC2)c(C(=O)O)c(C)n1Cc1cccc(Cl)c1
    104, -0.5
N#Cc1c(NC(=O)C2CC(=O)NN2Cc2ccccc2)sc2c1CCCC2 (centres undefined)
    101, -0.2
COc1ccc(CNC(=O)CC2N=C3c4ccccc4N=C(SCC(=O)Nc4ccc(N(C)C)cc4)N3C2=O)cc1 (centres undefined)
    107, 0
COc1ccccc1C(=O)Nc1cccc(OCc2cc(=O)n3ccccc3n2)c1
    109, 0.8
O=C(CN1CCN(c2ccccc2)CC1)N1c2ccccc2CCc2ccccc21
    106, 0.5
Cc1c(Cl)cccc1N=C1NC(=O)/C(=C/c2ccco2)S1
    101, 0
CC(=O)Nc1ccc(-n2ccnc2P(=O)(O)c2ccccc2)cc1
    94, -0.9
O=C(Cc1ccccc1)NC1CCCCCC1
    101, -0.1
CCOC(=O)c1c(C)oc2c(Cl)cc(NS(=O)(=O)c3ccc(Cl)c(C)c3)cc12
    111, 0
O=C(NCCc1ccc(Cl)cc1)c1ccc2c(c1)nc1n2CCOC1
    114, 1.2
CN(C(=O)CSc1nc2ncccc2o1)c1ccc(F)cc1
    107, 0.2
N#CC(C#N)=Cc1cc2ccccc2nc1N1CCCCC1
    107, 0.5
CCn1c(=O)n(-c2ccc(F)c(Cl)c2)c(=O)c2c3c(sc21)CN(C(C)=O)CC3
    104, 0
CCOCCSc1nnc2n(-c3ccccc3)c(=O)c3ccccc3n12
    105, 0.3
Cc1ccccc1NC(=O)CS(=O)(=O)c1ccccc1
    99, -0.5
CCN(Cc1cc(=O)n2c(C)csc2n1)c1ccc(OC)cc1
    101, 0
COc1ccc(/C=N/N2C(=O)C3C=CC=CC3N=C2C)cc1OC (centres undefined)
    101, 0
O=C(O)C1CC(=O)N(c2cccc(C(F)(F)F)c2)C1 (centres undefined)
    104, 0.3
CCOc1ccccc1NC(=O)COC(=O)CC(C)(C)CC1=NS(=O)(=O)c2ccccc2N1
    108, 0.2
c1ccc(CC2CCCNC2)cc1 (centres undefined)
    100, -0.4
COc1ccc(-c2cc(-c3ccccc3)nc3c2COc2ccccc2-3)cc1
    107, 0.5

The list goes on, starting with the last 2 of the part before.
Screens in order: Polio RdRp inh, Polio RdRp inh FP z-score
c1ccc(CC2CCCNC2)cc1 (centres undefined)
    100, -0.4
COc1ccc(-c2cc(-c3ccccc3)nc3c2COc2ccccc2-3)cc1
    107, 0.5
Cc1ccc(S(=O)(=O)C(F)(F)F)cc1N
    104, 0.4
COc1ccc(S(=O)(=O)N(Cc2nc(-c3cccc(C)c3)no2)C2CCCCC2)cc1
    111, 0.7
Cn1c(O)c(/C=C/c2ccc3ccccc3n2)c(=O)[nH]c1=O
    74, -7.3
CCc1c(C)nc(SCC(=O)N2CCN(c3ccccc3)CC2)[nH]c1=O
    103, 0.3
CC(C)COc1ccc(C(O)c2ccccc2)cc1 (centres undefined)
    97, -0.8
Cc1cc(C)c2c(N)c(C(=O)NN3CC(=O)N(c4ccccc4)CC3=O)sc2n1
    99, -0.2
CC1=Nc2nc(N3CCCC3)c(C#N)c3c4c(nc(c23)N1)N(c1ccc(S(N)(=O)=O)cc1)C(=O)C4
    109, 0.7
CCOc1cccc2cc(C(=O)N3CCc4ccccc43)c(=O)oc12
    102, 0.9
O=C(NCc1ccccc1)C(=O)NCC(c1ccco1)S(=O)(=O)c1cccs1 (centres undefined)
    106, -0.2
Cc1cc(C)nc(NNC(=S)NC2CC3CCC2C3)n1 (centres undefined)
    105, 0.3
CN1c2ccccc2C(C)(C)C12CC(c1ccc(S(=O)(=O)N(C)C)cc1)=NO2 (centres undefined)
    97, -0.4
Cc1ccc(C(=O)OC2CCCN(C)C2)cc1 (centres undefined)
    103, -0.1
O=C1CSC2(C(=O)N(CN3CCCCC3)c3ccccc32)N1c1ccccc1 (centres undefined)
    102, 0
S=C=NCCn1ccc2ccccc21
    102, 0.1
Cc1ccc(C)c(N2C(=O)c3ccc(C(=O)N4CCCN(C)c5nc6ccccc6nc54)cc3C2=O)c1
    101, -0.3
CCOc1ccccc1CNC(=O)c1ccc2c(c1)sc1nc(-c3ccccc3)cn12
    110, 0.8
Cc1cc(C(=O)O)c2cc(Br)ccc2n1
    100, -0.4
COc1ccc(NC(=O)Cn2nc(C(F)(F)F)c3c2CCCC3)cc1OC
    107, 0.6
CCOC(=O)N1CCc2c(sc(NCc3cc(OC)c(OC)cc3OC)c2C(=O)Nc2ccc(OCC)cc2)C1
    100, -0.5
CCn1c(=O)cc(OCC(=O)NCc2ccccc2Cl)c2ccccc21
    102, -0.3
CCc1ccccc1NC(=S)N(Cc1ccco1)C(C)c1ccco1 (centres undefined)
    100, -0.1
CC1=C(C(N)=O)C(c2ccc(C(C)C)cc2)n2nc(SCc3ccccc3F)nc2N1 (centres undefined)
    107, 0.8
OCCNC(=S)NC1CCCC1
    108, 0.8
O=C(c1ccccc1Cl)N(Cc1ccccc1)c1ccccn1
    105, 0.7
CC(=O)N1CCN(C(=S)Nc2ccc(F)cc2)CC1
    103, 0
Nc1n[nH]c(CCCO)n1
    101, -0.1
CC(Oc1ccccc1)C(=O)OCc1cc(=O)n2nc(C(C)C)sc2n1 (centres undefined)
    102, -0.8
N#C/C(=C(/O)CSc1ccccn1)c1nc2ccccc2s1
    103, 0.2
O=C(O)C(Cc1ccccc1)N1C(=O)/C(=C/C=C/c2ccco2)SC1=S (centres undefined)
    102, 0
Cc1ccc(-c2cc(-c3ccccc3)c(C#N)c(SCS(=O)Cc3ccccc3)n2)cc1 (centres undefined)
    103, 0.3
COc1cc(OC)c(/C=C2\C(=O)NC(=O)N(C3CCCCC3)C2=O)c(OC)c1
    108, 0.4
COc1ccc(CN=Cc2ccc(C(F)(F)F)cc2)cc1
    101, -0.2
O=C1OCN2c3ccccc3C34OC12c1ccccc1N3COC4=O
    100, 0
Fc1ccc(-c2cc(-c3ccccc3)c3c(n2)-c2cc(F)ccc2OC3)cc1
    108, 0.8
COc1ccc(N2CCN(C(C)C(=O)N(C)c3ccccc3)CC2)cc1 (centres undefined)
    107, 0.7
COc1cccc(-n2c(=O)c3sc4ccccc4c3n(CC(=O)Nc3cccc(Cl)c3)c2=O)c1
    105, 0.3
COc1ccc(N=C2NC(=O)/C(=C\c3ccc(Sc4nc5ccccc5[nH]4)o3)S2)cc1
    107, 0.9
CNC(=S)Nc1cc(Cl)cc(Cl)c1
    100, -0.6
Cc1cccc(-c2nc(CNC(=O)C3CCCO3)cs2)c1 (centres undefined)
    100, -1
O=C(Cn1c(=O)n(Cc2ccc3c(c2)OCO3)c(=O)c2ccc(C(=O)NC3CCCCC3)cc21)Nc1ccccc1F
    110, 0.5
CCc1nnc(NC(=O)CSc2nc(-c3ccccc3)cc(C(F)(F)F)c2C#N)s1
    104, 0.4
CCSc1nnc(-c2c[nH]c3ccccc23)n1CCOC
    102, -0.1
COc1ccc(Cl)cc1NC(=O)CN(C)S(=O)(=O)c1ccc2c(c1)CCCC(=O)N2
    98, -1.7
CC(C)Cn1c(-c2ccncc2)n[nH]c1=S
    105, 1
Cc1ccc(/C=C/c2nc3ccccc3[nH]2)cc1
    109, 0.3
N#CCc1ccc(NC(=O)Cc2ccccc2)cc1
    100, -0.2
CC(CNC(=O)CCS(=O)(=O)c1cc2c(cc1Cl)NC(=O)CO2)c1ccccc1 (centres undefined)
    111, 1
O=C(Nc1ccc(C(=O)N2CCN(c3ccccc3F)CC2)cc1)c1nsc2ccccc12
    111, 0.8
O=C(O)Cc1cc(C(F)(F)F)on1
    102, -0.1
O=C1NN=C(c2ccccc2)/C1=C1\OC(c2ccccc2)=CS1
    101, -0.5
COc1ccc(C(=O)c2[nH]c(-c3ccc(OC)cc3)cc2-c2ccccc2)cc1
    103, 0.1
NNC(=O)CNC(=O)C12CC3CC(CC(C3)C1)C2
    102, 0
C=CCc1ccccc1COCC(O)CN1CC(C)OC(C)C1 (centres undefined)
    102, -0.3
Cc1ccc(CN(C)CC(=O)Nc2cc(Cl)ccc2C#N)cc1
    100, -0.1
C=CCN(C(=O)c1cccc2c1SCCC2=O)c1ccccc1
    104, 0.2
C=CCN1C(=O)c2ccc(C(=O)OCC(=O)c3cc(C)n(C)c3C)cc2C1=O
    98, -0.6
O=C(c1cc(-c2ccccc2O)on1)N1CCCCC1
    107, 0.6
CCC1(C)Oc2ccc(NC(=O)c3cc(F)c(F)cc3Cl)cc2O1 (centres undefined)
    101, -0.2
NS(=O)(=O)c1cc(Cl)c(NC(=O)CSC2CCCC2)c(Cl)c1
    101, -0.2
O=C(Nc1cccc(F)c1)c1oc2ccccc2c1NC(=O)C1CCCC1
    99, -0.7

Some of the entries above in another layout:
Molecule	Polio RdRp inh	Polio RdRp inh FP z-score
CCC1(C)Oc2ccc(NC(=O)c3cc(F)c(F)cc3Cl)cc2O1 (centres undefined)	101	-0.2
O=C1NN=C(c2ccccc2)/C1=C1\OC(c2ccccc2)=CS1	101	-0.5
NS(=O)(=O)c1cc(Cl)c(NC(=O)CSC2CCCC2)c(Cl)c1	101	-0.2
CC(CNC(=O)CCS(=O)(=O)c1cc2c(cc1Cl)NC(=O)CO2)c1ccccc1 (centres undefined)	111	1
O=C(c1cc(-c2ccccc2O)on1)N1CCCCC1	107	0.6
CC(C)Cn1c(-c2ccncc2)n[nH]c1=S	105	1
C=CCN(C(=O)c1cccc2c1SCCC2=O)c1ccccc1	104	0.2

The results go on.
Screens in order: Polio RdRp inh, Polio RdRp inh FP z-score
O=C(O)C1CC2C=CCC(C1)C2=O (centres undefined)
    103, 0.8
O=S(=O)(c1cccc2nsnc12)N1CCN(C(c2ccccc2)c2ccccc2)CC1
    100, -0.3
CC(C#N)Sc1nnc(C2CCCCC2)n1N (centres undefined)
    99, -0.1
CCc1nc2cccnc2n1-c1ccc(CC(=O)NCC2CCCO2)cc1 (centres undefined)
    103, 0.2
CNS(=O)(=O)c1ccc(Cl)cc1Cl
    105, 0.3
NNC(=O)c1cc2c(s1)CCCCC2
    97, -1
COc1ccccc1C(=O)OCC1CCCN2CCCCC12 (centres undefined)
    97, -0.8
CC(Sc1nc2c(cc1C#N)CCCCC2)C(=O)O (centres undefined)
    106, 1.6
O=C(Nc1ccc(F)c(Cl)c1)C1CCCN1S(=O)(=O)c1ccc(F)cc1 (centres undefined)
    103, -0.1
CCC(CC)c1nnc(NC(=O)c2ccc(CSc3ncn[nH]3)cc2)s1
    101, 0
COc1ccc(CN2CCN(C(=O)C3CCC(CNS(=O)(=O)c4ccc(C)cc4)CC3)CC2)c(OC)c1OC (centres undefined)
    99, -0.4
Cc1ccc(S(=O)(=O)N2CCN(C(=O)[C@@H]3CCCN3C(=O)OC(C)(C)C)CC2)cc1
    101, -0.3
COC(=O)c1cc2c(s1)CN(Cc1ccc(Cl)cc1)C2
    103, 0.8
CCSc1nc2n(n1)C(c1ccc(Cl)cc1Cl)C(C(=O)Nc1ccccc1C)=C(C)N2 (centres undefined)
    109, 0.6
COC(CNC(=O)c1ccc(/C=C2\Sc3ccccc3N(Cc3ccc(F)cc3)C2=O)cc1)OC
    102, 0.1
Cc1ccsc1CCNC(=O)CCc1nnc2n(CCc3ccccc3)c(=O)c3ccccc3n12
    101, 0.2
C=Cn1ccnc1P(O)(=S)c1nc(C)c(CCOC(C)=O)s1 (centres undefined)
    97, -0.3
COc1ccc(Cc2c(O)[nH]c(=S)[nH]c2=O)cc1
    101, -0.2
O=C(CNC(=O)Cc1ccccc1)NCc1ccco1
    101, 0.2
C[C@H](NC(=O)C12CC3CC(CC(C3)C1)C2)C(=O)O
    104, 0.4
Cc1nc2ccccc2nc1CSCc1ccco1
    102, 0.1
CC(C)n1nc(C(=O)O)c2ccccc2c1=O
    101, -0.1
C/C(=N\N)c1ccc(Cl)c(Cl)c1Cl
    104, 0.2

This is a subset (hit frequency here may not be typical).
